# Source: PubChem BioAssay (several laboratories)
# MBD2 DNA inh: MBD2-methylated oligo binding inhibition. Q9UBB5. TR-FRET, MBD2 binding to methylated oligonucleotide. inhibition, % at 4.4 µM. 370,000 tested, 0.31% active. AID 686964; in the data active = inhibition above about 13%
# TDP2 inh: TDP2 (human) inhibition, absorbance primary screen. recombinant TDP2, T5PNP hydrolysis, p-nitrophenol absorbance 415 nm. O95551. inhibition, % at 12.8 µM. 370,000 tested, 0.34% active;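 active = inhibition above the mean of all tested compounds plus 3 SD, set per campaign, cut at about 25% in these data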;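 note: 0% = DMSO with enzyme and 100% = buffer with substrate but no TDP2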
# Target sequence (O95551 whole entry, looked up): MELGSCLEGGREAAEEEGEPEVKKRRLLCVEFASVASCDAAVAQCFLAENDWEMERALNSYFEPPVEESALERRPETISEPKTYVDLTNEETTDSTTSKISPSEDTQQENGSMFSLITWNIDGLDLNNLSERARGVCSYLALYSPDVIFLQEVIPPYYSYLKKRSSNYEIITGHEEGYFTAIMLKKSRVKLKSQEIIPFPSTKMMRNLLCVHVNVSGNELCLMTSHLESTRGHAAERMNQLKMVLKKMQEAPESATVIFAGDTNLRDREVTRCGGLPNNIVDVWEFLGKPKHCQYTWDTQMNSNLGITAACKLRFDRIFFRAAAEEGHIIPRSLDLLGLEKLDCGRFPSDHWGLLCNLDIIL
#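 Test system: human TDP2 enzyme; Input: 120 nM TDP2 per well; Buffer or medium: Mg2+-containing Tris-HCl buffer, pH 7.5; Reagent: 5 mM T5PNP; Dosing: 12.8 µM single point, 1% DMSO; Incubation: reaction 2 h, 37 °C; Detection: p-Nitrophenol epi absorbance; Read-out: % inhibition relative to enzyme-containing and enzyme-free wells; Replicates: single well per compound.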
# rCAG binder: molecules binding r(CAG) RNA repeats | 370,000 tested, 1.3% active | r(CAG) RNA repeat, TO-PRO-1 dye displacement fluorescence | AID 651821 | inhibition, % at 3 µM;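 active = inhibition above the plate cutoff, the mean of all test compounds on that plate plus 3 SD, cut at about 35% in these data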;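 note: 0% = DMSO alone and 100% = 100 µM mitoxantrone as full dye displacement; higher means more dye released from RNA so lower well fluorescence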
# mABHD4 FP: ABHD4 (mouse) inhibition, primary FP screen; Q8VD66; inhibition, % at 8.92 µM; 370,000 tested, 0.54% active; purified mABHD4, FP-Rh probe fluorescence polarization; AID 720543;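 active = inhibition exceeding the mean over every tested compound plus 3 SD, cut at about 30% in these data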;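 note: 0% = plate median of compound wells and 100% = S159A mutant with DMSO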
# Target sequence (Q8VD66 whole entry, looked up): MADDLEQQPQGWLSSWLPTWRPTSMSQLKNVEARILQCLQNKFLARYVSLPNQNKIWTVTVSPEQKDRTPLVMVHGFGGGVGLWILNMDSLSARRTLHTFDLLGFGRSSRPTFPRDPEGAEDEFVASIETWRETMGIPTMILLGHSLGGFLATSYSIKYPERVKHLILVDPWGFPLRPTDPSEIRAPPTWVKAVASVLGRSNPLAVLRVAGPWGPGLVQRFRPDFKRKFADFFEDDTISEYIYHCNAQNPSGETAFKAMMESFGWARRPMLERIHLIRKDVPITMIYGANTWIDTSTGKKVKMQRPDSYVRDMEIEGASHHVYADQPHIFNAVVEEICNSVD
#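 Test system: mABHD4 protein; Read-out basis: % inhibition; Incubation: 45 min + 60 min at 25 °C; Repeats: single replicate; Technique: fluorescence polarization with parallel and perpendicular emission, 525/598 nm; Compound: 8.92 µM, single dose; Benchmarks: full inhibition S159A mutant plus DMSO, zero as sample-well median.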
# LEDGF integ inh: blocks HIV-1 LEDGF/p75-dependent DNA integration; TR-FRET IN-LEDGF/p75 DNA integration, Eu/Cy5; inhibition, % at 3.7 µM; 370,000 tested, 0.64% active;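 active = inhibition above the screen-wide mean plus 3 SD, cut at about 13% in these data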;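 note: signal is the Cy5 over europium emission ratio at 671 and 618 nm; 0% = plate median of compound wells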
# HTRA1 inh: blocks human HTRA1 serine peptidase | Q92743 | recombinant HTRA1, FP-rhodamine activity-based probe, fluorescence polarization | inhibition, % at 5.96 µM | 340,000 tested, 0.5% active | AID 504803; in the data active = inhibition above about 36%;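 note: 0% = enzyme with DMSO and 100% = wells lacking enzyme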
# SIAE primary: human SIAE inhibition, primary screen; inhibition, % at 9.66 µM; 370,000 tested, 0.69% active; Q9HAT2; AID 1053197; SIAE FP-Rh probe binding, fluorescence polarization;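 active = inhibition above a cutoff: mean of compounds within the control limits plus 3 SD of those, cut at about 17% in these data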;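 note: 0% = plate median of compound wells and 100% = probe without SIAE protein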
# GC-B act: GC-B (human) receptor activation; P20594; HEK293-GC-B cells, CNP EC30, cGMP TR-FRET; 0% at EC30 CNP, 100% saturating CNP; activation, % at 10 µM; 370,000 tested, 0.11% active; AID 1920062;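 active = activation at 10 µM reaching about 35% in either raw or pattern-adjusted values, limit read from the data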
# TCR-CD3 inh: inhibitors of human TCR-CD3 interaction | TAMRA-labeled TCR probe fluorescence, biochemical | AID 651800 | inhibition, % at 9.4 µM | 360,000 tested, 0.37% active; in the data active = inhibition above about 19%;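 note: recombinant mutant TCR 2C K166C tagged with TAMRA read by polarization; 0% = receptor in buffer alone and 100% = receptor with positive control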
# PRMT1 FP inh: blocks human protein arginine methyltransferase 1. Q99873. recombinant PRMT1, activity-based probe fluorescence polarization. inhibition, % at 2.79 µM. 370,000 tested, 1.3% active. AID 652257;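 active = inhibition above about 21% made by adding two undisclosed values, limit read from the data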
# The depositor's hits bear a star; · = not tested or not shown. Not all compounds are listed (hit frequency here may not be typical).
Compound	MBD2 DNA inh	TDP2 inh	rCAG binder	mABHD4 FP	LEDGF integ inh	HTRA1 inh	SIAE primary	GC-B act	TCR-CD3 inh	PRMT1 FP inh
O=C1CC(c2ccco2)CC(O)=C1C=NCCO (stereo not given)	2	2	-1	8	10	1	3	-1	7	5
CCOC(=O)c1cnc2c(Cl)cccc2c1NCCCN1CCOCC1	-2	-3	-3	1	3	3	2	-3	3	-3
O=C(NCC1CCCO1)c1sc2cc(Cl)ccc2c1Cl (stereo not given)	2	8	0	0	-2	-3	8	3	3	0
COc1ccccc1OCC(=O)Nc1ccc(C(=O)Nc2ccccc2C(=O)O)cc1	3	-18	58*	-20	5	-20	-32	-1	-2	-1
O=C1CC(c2ccccc2)CN1Cc1ccccc1 (stereo not given)	0	5	0	6	2	2	2	-11	3	0
CC1CCc2cccc3c2N1c1cc(C#N)c(C#N)cc1O3 (stereo not given)	4	11	1	8	-3	-1	5	11	2	-4
CCN(CC)CCCOc1ccc(Cl)c(Cl)c1	7	12	0	12	-2	0	6	0	1	5
O=C(Cc1ccccc1)N/N=C/c1ccc(Cl)cc1Cl	-4	-3	-2	-3	0	-14	-3	-4	0	-4
Cc1nnc(SCC(=O)N2CC(C)OC(C)C2)n1-c1ccccc1 (stereo not given)	1	-4	-1	2	-3	-5	2	1	6	-2
CS(=O)(=O)N(CC(=O)NC1CCCC1)c1cccc(F)c1	6	8	-2	5	1	4	-3	-1	0	-1
O=C(O)C1CCN(S(=O)(=O)c2ccc(N3CCC(O)CC3)c([N+](=O)[O-])c2)CC1	-6	1	-2	0	0	6	2	1	-2	5
O=C1CC(c2ccc(F)cc2)C2=C(CCCC2=O)N1 (stereo not given)	-4	6	-2	-1	-1	5	5	6	-1	-1
Cc1ccc(S(=O)(=O)NC(CC(=O)N2CCOCC2)c2ccco2)cc1 (stereo not given)	4	15	-4	6	1	-1	9	1	3	-2
CC(C)CCNC(=O)C(C)N(Cc1ccc(F)cc1)C(=O)c1ccc(CN2CCOCC2)o1 (stereo not given)	0	0	-10	-3	1	-1	-3	3	-1	-2
O=C(CN1CCN(c2ccccc2O)CC1)NCCCc1ccccc1	-2	-6	-7	1	0	-3	4	2	6	-5
COc1ccc(N2C(=O)CC(N3CCN(S(=O)(=O)c4ccc(Cl)cc4)CC3)C2=O)cc1 (stereo not given)	-1	7	5	0	2	-9	1	-6	2	1
CCN1CCN(c2ccc(S(=O)(=O)N3CCCCC3)cc2NC(=O)Cc2c(F)cccc2Cl)CC1	4	12	-4	1	0	1	0	1	6	0
COc1cccc(C(=O)N2CCN(C3CCC(c4ccccc4)CC3)CC2)c1 (stereo not given)	-2	-7	-12	6	6	-12	-6	2	4	-3
CC(C)OCCCNc1ncc2c(n1)CC(c1ccc(N(C)C)cc1)CC2=O (stereo not given)	-7	5	-4	0	-4	5	2	-4	3	-2
CNC(=O)c1nnc(Cc2ccc(F)cc2)o1	5	-7	0	-5	5	-1	3	0	-3	3
Cc1cc(C)c2nc(SCC(=O)Nc3cc(C)on3)c(C#N)cc2c1	-6	-8	7	4	3	-3	-2	7	3	1
CC(=O)Nc1ccc2nc(NC(=O)COc3cccc(C)c3)sc2c1	-2	2	1	-3	3	-10	-6	8	4	0
COC(=O)Cn1cc(/C=N/NC(=O)COc2cccc3cccnc23)c2ccccc21	1	-4	1	-1	0	-3	2	3	-1	-1
COc1ccc(CCNC(=O)CCC(=O)N2CCN(S(=O)(=O)c3ccc(Cl)cc3)CC2)cc1OC	-1	-6	-7	5	-2	3	6	2	-3	0
CC(NC(=O)Cn1nc(C(F)(F)F)c2c1CCC2)c1ccccc1 (stereo not given)	0	-10	1	-2	-4	5	-3	-2	8	-4
Cc1cccc(NC(=O)COC(=O)CSc2ccccc2)c1C	1	-2	0	4	-3	1	2	-9	-1	3
CCOC(=O)C1=CN(Cc2ccco2)S(=O)(=O)N(CC)C1c1ccc(C(F)(F)F)cc1 (stereo not given)	3	1	13	-8	4	-19	-10	-6	-2	9
Cc1cc(-c2nnc(CCC(=O)NCc3ccc(F)c(F)c3)o2)no1	0	0	-1	-1	4	-14	-2	-5	6	-5
Cc1ccc(CNC(=O)C2CCCN2C(=O)Nc2cccc(Cl)c2)cc1 (stereo not given)	0	-11	-1	2	2	3	-5	1	6	0
Cc1ccc2nc(-c3ccc(NS(=O)(=O)c4ccccc4)cc3)sc2c1	1	-3	22	-14	0	-30	-3	-8	2	2

# Part of the list above in order of heavy-atom count, high to low:
Compound	MBD2 DNA inh	TDP2 inh	rCAG binder	mABHD4 FP	LEDGF integ inh	HTRA1 inh	SIAE primary	GC-B act	TCR-CD3 inh	PRMT1 FP inh
CC(C)CCNC(=O)C(C)N(Cc1ccc(F)cc1)C(=O)c1ccc(CN2CCOCC2)o1 (stereo not given)	0	0	-10	-3	1	-1	-3	3	-1	-2
CCOC(=O)C1=CN(Cc2ccco2)S(=O)(=O)N(CC)C1c1ccc(C(F)(F)F)cc1 (stereo not given)	3	1	13	-8	4	-19	-10	-6	-2	9
O=C(O)C1CCN(S(=O)(=O)c2ccc(N3CCC(O)CC3)c([N+](=O)[O-])c2)CC1	-6	1	-2	0	0	6	2	1	-2	5
Cc1ccc(CNC(=O)C2CCCN2C(=O)Nc2cccc(Cl)c2)cc1 (stereo not given)	0	-11	-1	2	2	3	-5	1	6	0
O=C(NCC1CCCO1)c1sc2cc(Cl)ccc2c1Cl (stereo not given)	2	8	0	0	-2	-3	8	3	3	0

# Next section.
Compound	MBD2 DNA inh	TDP2 inh	rCAG binder	mABHD4 FP	LEDGF integ inh	HTRA1 inh	SIAE primary	GC-B act	TCR-CD3 inh	PRMT1 FP inh
CCCC(C)C(=O)Nc1ccc(Cl)cn1 (stereo not given)	-2	-11	-4	0	-3	-5	2	0	-1	1
CC(C)CC(=O)NN1CCCCC1	5	4	-1	1	-2	7	2	·	-8	0
N/C(CCN1CCOCC1)=N/O	3	-1	0	-1	3	-2	3	3	0	0
CC(C)(C)C1c2[nH]c3ccccc3c2CCN1CCCn1cccn1 (stereo not given)	0	2	-5	10	-1	-2	4	-5	1	0
CCn1c2ccccc2c2cc(/C=N/O)ccc21	2	6	9	2	-1	-27	4	-3	2	-1
O=C(Nc1ncccc1O)c1ccc(C(=O)c2ccccc2)cc1	6	-13	-2	-16	2	1	-1	6	-3	7
Cc1c(NC(=O)Nc2cccc(Cl)c2)c(=O)n(-c2ccccc2)n1C	-5	0	1	-4	-3	4	8	2	2	-2
CCOC(=O)c1c(C)nc2ccccc2c1C	1	4	-2	-2	4	-3	-2	5	0	-1
O=C(COc1ccc(Br)cc1CNC1CCCCC1)NCCc1ccccc1	-3	-3	2	2	-5	3	-1	-16	-5	2
COc1cc(-c2nnc(SCC(=O)N3CCCC3)o2)cc(OC)c1OC	8	-9	-1	-6	-3	3	-6	-10	-2	9
COc1ccc([C@H]2CC(=O)C=C(c3cc4ccccc4s3)C2)cc1	2	7	5	0	-1	-4	-12	-2	0	-3
O=C(N/N=C\c1ccc([N+](=O)[O-])s1)C1COc2ccccc2O1 (stereo not given)	-2	-4	-2	7	-3	11	4	-3	0	1
Cc1ccc(S(=O)(=O)Nc2ccc(-c3nnc(SCC#N)n3C)cc2)cc1	-1	1	3	-4	0	3	4	-1	0	0
O=C1Nc2ccccc2-n2nnnc2C1N1CCN(c2ccc(C(F)(F)F)cc2[N+](=O)[O-])CC1 (stereo not given)	1	-6	5	-10	5	·	-9	-2	3	0
CC(NC(=O)Nc1ncccn1)(C(F)(F)F)C(F)(F)F	-1	3	-3	0	-3	4	2	2	-2	0

# Grouped by structure: the compounds so far containing a cyano group.
Compound	MBD2 DNA inh	TDP2 inh	rCAG binder	mABHD4 FP	LEDGF integ inh	HTRA1 inh	SIAE primary	GC-B act	TCR-CD3 inh	PRMT1 FP inh
CC1CCc2cccc3c2N1c1cc(C#N)c(C#N)cc1O3 (stereo not given)	4	11	1	8	-3	-1	5	11	2	-4
Cc1cc(C)c2nc(SCC(=O)Nc3cc(C)on3)c(C#N)cc2c1	-6	-8	7	4	3	-3	-2	7	3	1
Cc1ccc(S(=O)(=O)Nc2ccc(-c3nnc(SCC#N)n3C)cc2)cc1	-1	1	3	-4	0	3	4	-1	0	0

# Going on with the list.
Compound	MBD2 DNA inh	TDP2 inh	rCAG binder	mABHD4 FP	LEDGF integ inh	HTRA1 inh	SIAE primary	GC-B act	TCR-CD3 inh	PRMT1 FP inh
CC1CC(C)CN(C(=O)CCc2ccccc2)C1 (stereo not given)	-1	-1	-6	2	3	-3	-5	5	4	-1
CCN(CC(=O)Nc1c(F)cccc1F)C(=O)c1cccc(S(=O)(=O)N2CCN(c3ccccc3)CC2)c1	-1	0	1	5	-2	2	0	-1	6	2
CCC(=O)NC(=S)Nc1ccc(NC(=O)c2cccnc2)cc1	-3	4	-1	1	1	-53	4	1	4	-3
CC(OC(=O)/C=C/c1ccccc1)C(=O)Nc1cccc(C#N)c1 (stereo not given)	0	2	1	7	2	-10	-6	1	10	2
Cc1ccc(SCC(=O)N2CCN(c3ccc(F)cc3)CC2)cc1	-1	2	-1	3	4	4	-2	0	7	-1
COc1ccc(NC(=O)CSc2nnc(CN3CCOCC3)n2C)cc1Cl	2	2	-4	4	-3	-2	3	-1	0	2
O=C1C2C3C=CC(C4CC34)C2C(=O)N1/N=C/c1ccc(-c2ccccc2[N+](=O)[O-])o1 (stereo not given)	-2	12	-3	5	0	-16	0	-2	2	2
COc1ccc(CCNC(=O)CN2CCN(c3ccccc3Cl)CC2)cc1	5	-4	-2	-9	2	-12	4	-9	-4	1
COCCCNC(=O)Cn1cc(/C=C(\C#N)C(=O)NC2CCCC2)c2ccccc21	0	-22	-4	-12	1	8	-3	-2	-6	10
CS(=O)(=O)c1ccc(Cl)c(NC(=O)c2cccc(-n3cnnn3)c2)c1	7	-6	4	-3	3	-7	10	8	-4	4
O=C1CS/C(=N/N=C/c2ccccc2)N1c1ccc(O)cc1	2	13	1	3	0	-8	2	-2	-6	-1
